# DENV2 CPE rescue: inhibitors of DENV2 cytopathic effect, primary screen, cell-based, plate reader, single concentration; DENV2-infected cells, cytopathic effect rescue; CPE inhibition, % at 9.99 µM; 350,000 compounds, 1.7% hits; AID 651640, 2012; in the data active = CPE inhibition above about 20%, passing the limit was not always enough; inconclusive = no clear call, values can overlap the other calls; tested in BHK-21 cells;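 note: 0% = median of neutral control wells and 100% = median of positive control wells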
# ERp5 inh: inhibitors of ERp5-driven insulin aggregation, primary screen, biochemical, turbidity, absorbance 650 nm, single point; Protein disulfide-isomerase A6 (Homo sapiens), Q15084; 90 min; inhibition, % at 9.99 µM; 350,000 compounds, 0.05% hits;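 active = mean replicate inhibition above about 25%, with every replicate also reaching it, limit read from the data, passing the limit was not always enough; inconclusive = only one of those two criteria met; inactive = neither criterion met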
# E-sel inducer: E-selectin induction in HUVECs, primary screen, imaging, HUVEC, immunofluorescence imaging, single point | P16581 | normalized: neutral wells 0, TNF-alpha wells 100 | activation, % at 7.58 µM | 260,000 compounds, 0.37% hits | AID 686992, 2013;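 active = mean E-selectin-positive cell signal at least 10% of the positive control, reached in at least 60% of replicates, without over 20% cell loss; inconclusive = no rule given, readout overlaps actives, possibly toxicity-flagged; inactive = the rest, including those meeting only one limit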;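 note: in these data hits start at about 27%; measured in HUVEC primary endothelial cells; signal is the percent of cells scored E-selectin positive by PE staining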
# Target sequence (P16581 whole entry, looked up): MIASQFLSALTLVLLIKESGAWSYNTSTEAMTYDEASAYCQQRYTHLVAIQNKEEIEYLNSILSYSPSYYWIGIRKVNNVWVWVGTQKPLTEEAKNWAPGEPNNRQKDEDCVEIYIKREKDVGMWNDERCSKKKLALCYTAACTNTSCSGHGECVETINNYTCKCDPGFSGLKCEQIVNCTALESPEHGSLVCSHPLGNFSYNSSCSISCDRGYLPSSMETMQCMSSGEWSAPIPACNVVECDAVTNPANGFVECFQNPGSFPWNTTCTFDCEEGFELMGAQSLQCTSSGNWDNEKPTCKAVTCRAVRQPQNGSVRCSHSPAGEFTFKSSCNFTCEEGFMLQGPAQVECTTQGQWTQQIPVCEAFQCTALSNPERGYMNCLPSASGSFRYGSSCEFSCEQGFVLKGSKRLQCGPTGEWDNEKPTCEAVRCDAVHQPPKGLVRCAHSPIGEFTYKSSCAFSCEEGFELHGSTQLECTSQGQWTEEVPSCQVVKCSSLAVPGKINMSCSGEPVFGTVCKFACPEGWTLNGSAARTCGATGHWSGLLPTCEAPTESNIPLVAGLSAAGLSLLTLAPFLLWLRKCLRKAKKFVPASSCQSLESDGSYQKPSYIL
#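 Assay system: HUVEC primary endothelial cells. Input: 3,000 HUVEC seeded per well. Doses: one compound dose added by pin transfer. Read-out basis: % PE-positive cells. Benchmarks: TNF-alpha high, DMSO low. Detection: immunofluorescence imaging. Buffer or medium: EGM-2, gelatin.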
# S100A4 inh HTS: inhibitors of S100A4-myosin IIA peptide binding, primary screen, biochemical, fluorescence polarization, TAMRA-MyoIIA peptide. inhibition, % at 10.7 µM. 360,000 compounds, 0.14% hits. AID 652163, 2013. Protein S100-A4 (Homo sapiens), P26447;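 active = mean inhibition of at least 70% across replicates, with every replicate also reaching that level; inconclusive = mean inhibition reaches 70% but some replicates fall short; inactive = mean inhibition below 70%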
# Target sequence (P26447 whole entry, looked up): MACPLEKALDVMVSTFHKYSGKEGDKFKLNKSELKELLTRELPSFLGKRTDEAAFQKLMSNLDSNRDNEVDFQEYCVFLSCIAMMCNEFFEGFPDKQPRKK
#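 Assay system: human S100A4 monomer with TAMRA-labelled myosin IIA peptide / Buffer or medium: Calcium-containing HEPES buffer, pH 7.2 / Reagent: TAMRA-labelled myosin IIA heavy-chain peptide probe, 5 nM / Compound: one dose per compound / Timing: polarization read 5 min after assay mix addition, stable 5–60 min / Benchmarks: neutral control DMSO, positive control TFP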
# SIRT5 block: SIRT5 desuccinylase inhibitors, primary screen, biochemical, fluorescence imaging, single point, set 5; NAD-dependent protein deacylase sirtuin-5, mitochondrial (Homo sapiens), Q9NXA8; Purified SirT5, succinyl-peptide AMC, trypsin-coupled fluorescence; inhibition, % at 15 µM; 330,000 compounds, 1.1% hits; AID 652115, 2013; in the data active = inhibition above about 15%; inconclusive = no clear call, values can overlap the other calls
# Target sequence (Q9NXA8 whole entry, looked up): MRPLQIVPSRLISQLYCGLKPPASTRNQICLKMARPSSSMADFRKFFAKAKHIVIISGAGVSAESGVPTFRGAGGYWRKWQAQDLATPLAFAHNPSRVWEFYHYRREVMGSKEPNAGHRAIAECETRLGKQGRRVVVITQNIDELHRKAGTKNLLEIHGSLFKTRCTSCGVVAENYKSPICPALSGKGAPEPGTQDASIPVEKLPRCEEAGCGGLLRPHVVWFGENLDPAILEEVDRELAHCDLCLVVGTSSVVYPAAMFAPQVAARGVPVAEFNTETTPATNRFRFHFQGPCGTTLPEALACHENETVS
# PglD DTNB: C. jejuni PglD acetyltransferase inhibitors, primary screen, biochemical, DTNB colorimetric, single point; UDP-N-acetylbacillosamine N-acetyltransferase PglD (Campylobacter jejuni); purified PglD enzyme, DTNB colorimetric CoA detection; inhibition, % at 12.5 µM; 360,000 compounds, 0.098% hits; AID 602405, 2012; in the data active = inhibition above about 16%, passing the limit was not always enough; inconclusive = no clear call, values can overlap the other calls; note: strong numbers were not always called active
# Statin myotox sup: suppressors of statin myotoxicity in C2C12 myotubes, primary screen, cell-based, single point, plate reader; C2C12 myotubes + simvastatin, ATP luminescence, 48 h; scaled: DMSO 0, geranylgeraniol control 100; rescue of ATP level, % at 7.49 µM; 330,000 compounds, 0.78% hits; AID 602340, 2012;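 active = mean ATP rescue above about 67%, or every replicate alone reaching that limit, limit read from the data, passing the limit was not always enough; inconclusive = no clear call, values can overlap the other calls; inactive = mean under the limit and some replicate under it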;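 note: myotubes were challenged with 10 µM simvastatin during compound exposure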
# * marks the source's active call; other numbers are inactive results; ? = inconclusive; / = no result given. A portion of the library (hit frequency here may not be typical).
SMILES,DENV2 CPE rescue,ERp5 inh,E-sel inducer,S100A4 inh HTS,SIRT5 block,PglD DTNB,Statin myotox sup
CCc1c(-c2ccccc2)nc2sc3c(c2c1N)CCCC3,-10,-1,/,-3,2,/,/
CCOc1ccc(C(=O)NC(C)CCc2ccccc2)cc1 (stereo not given),-1,4,/,7,0,0,-18
COc1ccc(NC(=O)C(=O)N/N=C(\C)CC(=O)Nc2cc(C)ccn2)c(OC)c1,-2,1,2.1,3,0,/,-4
COCC(=O)N(C)C[C@H]1Oc2ncc(C#CC3(O)CCCC3)cc2C(=O)N([C@@H](C)CO)C[C@H]1C,-2,-4,2.3,-14,-2,-1,13
O=C(CNC(=O)c1ccccc1F)OCc1nc2ccc(Cl)cc2n1CCO,-1,3,1.1,-9,-2,-2,3
C[C@@H]1CN([C@H](C)CO)C(=O)CCCn2cc(nn2)CO[C@@H]1CN(C)C(=O)Oc1ccccc1,-5,0,0.0,0,0,5,-2
CC(C)NC(=O)N1CC(=O)N2[C@H](C1)[C@H](c1ccc(/C=C/c3ccccc3)cc1)[C@@H]2CO,6,-2,0.2,-5,-3,/,/
O=Nc1c(O)n(Cc2c(Cl)cccc2Cl)c2ccccc12,-5,-3,-0.5,-6,-3,/,/
COc1ccc(C(=O)NC2CCCCCC2)cc1OC1CCN(C(C)=O)CC1,-6,-3,/,-1,-1,-4,3
COc1ccc2nc(NC(=O)c3ccccc3-c3ccccc3C(=O)O)sc2c1,-4,-6,/,0,1,-2,-4
C[C@H](CO)N1C[C@H](C)[C@H](CN(C)S(=O)(=O)c2ccccc2)Oc2ccc(NS(=O)(=O)c3cccs3)cc2CC1=O,-10,1,1.1,-36,-2,0,9
C[C@@H]1CN([C@H](C)CO)C(=O)CCCn2nncc2CO[C@@H]1CN(C)Cc1ccc(O)cc1,2,5,-0.1,2,-4,4,-5
CC(C)(C)NNC(=S)Nc1cccc(C(F)(F)F)c1,3,0,/,3,-4,-1,/
CC1(C)O[C@@H]2[C@H](O1)[C@@H](O)C[C@H]2n1cnc2c(Cl)ncnc21,-11,1,0.0,2,/,/,/
OC[C@@H]1[C@@H](c2ccc(-c3cccc(F)c3)cc2)[C@@H]2CN(CCC(F)(F)F)CCCCN12,0,-4,-0.5,-5,1,-1,10
Cc1onc(-c2ccccc2)c1C(=O)Nc1ccc(C(=O)N2CCCCC2)cc1,0,-1,/,-4,2,-1,6
CCOC(=O)CCc1c(C)c2ccc(OCc3cc([N+](=O)[O-])ccc3OC)c(C)c2oc1=O,0,1,0.0,-1,-2,/,/
CCC(C)C(NC(=O)C1CCC(C)CC1)C(=O)NCCCN1CCCCC1CC (stereo not given),-7,1,0.9,-9,-4,/,-6
O=C(COC(=O)c1ccc([N+](=O)[O-])cc1Cl)NC(=O)c1ccccc1,5,1,0.1,-4,-1,-3,3
Cc1nc(N/N=C\c2ccc3c(c2)OCO3)sc1C,1,?,/,-5,-3,-3,-11
CC1CCCC(C)N1C(=O)COC(=O)C(Cc1ccccc1)NC(=O)c1cccs1 (stereo not given),-18,-2,-1.6,-3,1,/,/
O=C(C[C@@H]1C[C@H]2c3cc(NC(=O)C4CCOCC4)ccc3O[C@H]2[C@H](CO)O1)NCCN1CCCCC1,-1,1,-0.2,-5,0,-3,3
O=C(Cn1cnc2c(NCc3ccccc3)ncnc21)NCCN1CCOCC1,6,-2,0.0,-3,-2,4,-2
C[C@H](CO)N1C[C@H](C)[C@H](CN(C)S(=O)(=O)c2cccc(F)c2)Oc2ncc(C#Cc3cccc(F)c3)cc2C1=O,-3,0,-0.1,8,5,0,26
Cc1ccc([N+](=O)[O-])cc1NC(=O)c1ccc(C(C)(C)C)cc1,2,2,/,3,1,3,-64
COC(=O)C[C@@H]1CC[C@H]2[C@H](COc3ccc(NC(=O)Nc4cccc(F)c4)cc3C(=O)N2C)O1,-8,2,0.2,-1,-9,-2,1
CN(C)C(=O)C1CC(=O)OC12CCCCC2 (stereo not given),-3,5,0.0,-1,2,/,-9
Cc1onc(-c2ccccc2Cl)c1C(=O)NNC(=O)c1ccc(F)cc1,0,8,-0.1,0,/,10,-1
CN(C)C(=O)N1CCC(C(=O)NCc2ccc(F)cc2)CC1,-3,1,1.5,-3,0,/,3
Cc1cccc(OCC(=O)N/N=C/c2cccn2C)c1,-1,1,/,0,-1,10,-1
CCOc1ccc(N2CC(NC(=O)c3ccc4ccccc4c3)CC2=O)cc1 (stereo not given),7,-1,4.1,-3,-3,/,-16
CN(C)C(=O)[C@@H]1[C@@H](CO)[C@@H]2Cn3c(ccc(C4=CCCC4)c3=O)[C@H]1N2CC1CCCC1,-8,-3,0.3,5,-10,/,/
COc1ccc(NC(=O)C2(C)Cc3c(-c4cccc(C(N)=O)c4)ccnc3O2)cc1OC (stereo not given),-6,-1,-0.4,-9,1,5,0
Cc1cc(NC(=O)CCc2c[nH]c3ccccc23)ccc1Nc1cccnc1,8,-5,0.8,-14,4,/,/
C=CCn1c2ccccc2c2nnc(SCC(=O)O)nc21,8,1,-1.5,-4,10,4,7
CCc1c(C)nc2c(-c3ccccc3)c(C)[nH]n2c1=O,4,1,/,-7,1,0,9
COC(=O)c1ccc(NC(=S)NCc2ccco2)cc1,2,-1,/,3,/,-6,-2
CCC(C)NC(=O)CSc1nc2ccccc2c(=O)n1-c1c(C)n(C)n(-c2ccccc2)c1=O (stereo not given),-3,0,1.0,-3,-2,-2,10
C=CCOc1c(Br)cc(/C=C2/NC(=S)N(C(C)=O)C2=O)cc1OC,?,-5,/,-6,2,/,/
Cc1ccsc1/C=C1/C(=O)NN(c2ccccc2)C1=O,/,-4,1.7,1,-4,/,/
COC(=O)C1=C(C)N(Cc2cccc(C(F)(F)F)c2)C(=NCc2ccc3c(c2)OCO3)NC1c1ccccc1C(F)(F)F (stereo not given),7,3,?,-3,1,/,/
Nc1cc(-c2ccccc2)nn1S(=O)(=O)c1ccc(F)cc1,-6,3,0.3,-3,1,-2,33
CCOc1nc(-c2ccccc2)ncc1Oc1ccccc1,-4,2,0.4,-6,1,11,/
COc1ccc(CN(CC(=O)NCc2ccc3c(c2)OCO3)C(=O)c2csnn2)cc1,16,4,-0.1,-2,-2,-2,9
Cn1cc(S(=O)(=O)Nc2ccc(Cl)cc2Cl)c(=O)n(C)c1=O,1,-1,0.0,-1,-1,-8,0

# Ordered by molecular weight (rising): part of the list above
SMILES,DENV2 CPE rescue,ERp5 inh,E-sel inducer,S100A4 inh HTS,SIRT5 block,PglD DTNB,Statin myotox sup
COC(=O)c1ccc(NC(=S)NCc2ccco2)cc1,2,-1,/,3,/,-6,-2
CCOc1nc(-c2ccccc2)ncc1Oc1ccccc1,-4,2,0.4,-6,1,11,/
C=CCn1c2ccccc2c2nnc(SCC(=O)O)nc21,8,1,-1.5,-4,10,4,7
Nc1cc(-c2ccccc2)nn1S(=O)(=O)c1ccc(F)cc1,-6,3,0.3,-3,1,-2,33
CCOc1ccc(N2CC(NC(=O)c3ccc4ccccc4c3)CC2=O)cc1 (stereo not given),7,-1,4.1,-3,-3,/,-16
C=CCOc1c(Br)cc(/C=C2/NC(=S)N(C(C)=O)C2=O)cc1OC,?,-5,/,-6,2,/,/
CN(C)C(=O)[C@@H]1[C@@H](CO)[C@@H]2Cn3c(ccc(C4=CCCC4)c3=O)[C@H]1N2CC1CCCC1,-8,-3,0.3,5,-10,/,/
COc1ccc(NC(=O)C2(C)Cc3c(-c4cccc(C(N)=O)c4)ccnc3O2)cc1OC (stereo not given),-6,-1,-0.4,-9,1,5,0
COc1ccc(CN(CC(=O)NCc2ccc3c(c2)OCO3)C(=O)c2csnn2)cc1,16,4,-0.1,-2,-2,-2,9
CCC(C)NC(=O)CSc1nc2ccccc2c(=O)n1-c1c(C)n(C)n(-c2ccccc2)c1=O (stereo not given),-3,0,1.0,-3,-2,-2,10
COC(=O)C1=C(C)N(Cc2cccc(C(F)(F)F)c2)C(=NCc2ccc3c(c2)OCO3)NC1c1ccccc1C(F)(F)F (stereo not given),7,3,?,-3,1,/,/

# (continued)
SMILES,DENV2 CPE rescue,ERp5 inh,E-sel inducer,S100A4 inh HTS,SIRT5 block,PglD DTNB,Statin myotox sup
COc1ccc(CNC(=O)C2Cc3cc(S(=O)(=O)N4CCCC4)ccc3N2C(C)=O)c(OC)c1 (stereo not given),0,0,1.0,1,-1,-1,-21
CC(=O)OC1CCC2(C)C(=CCC3C2CCC2(C)C3CC3ON=C(C)C32)C1 (stereo not given),5,-2,-1.7,7,/,0,-10
Cc1noc(C)c1S(=O)(=O)N(C)C[C@@H]1Oc2ccc(NC(=O)CCC(F)(F)F)cc2CC(=O)N([C@@H](C)CO)C[C@H]1C,2,0,10,0,-1,2,-9
COCCOC1CCN(C(=O)C2CCC(=O)N(CCc3ccc(OC)cc3)C2)CC1 (stereo not given),-5,-5,-0.1,-3,1,6,-12
O=C(CN1C(=O)c2ccccc2S1(=O)=O)Nc1cc(S(=O)(=O)N2CCCCC2)ccc1Cl,4,5,/,-2,3,-1,9
CCC1(CC)Cc2ccccc2-c2nc(NCCCO)[nH]c(=O)c21,0,-3,0.9,0,-6,/,/
O=S(=O)(N[C@@H]1CC[C@@H](CCn2cc(Cc3ccccc3)nn2)O[C@H]1CO)c1ccccc1F,-1,3,-0.1,-9,20*,-3,7
CO[C@@H]1CN(C)C(=O)c2ccc(NC(=O)C3CCCCC3)cc2OC[C@@H](C)N(C)C[C@@H]1C,3,8,-0.1,3,0,2,-14
O=c1[nH]c2ccccc2nc1-c1ccc(Cl)cc1,-5,3,0.6,5,0,0,/
CCOC(=O)C1(Cc2cccc(OC)c2)CCCN(C(=O)CCc2cccnc2)C1 (stereo not given),-2,0,2.4,-22,-1,/,/
CC(Nc1nc2ccccc2n2cnnc12)c1ccccc1 (stereo not given),?,2,/,42,-2,-4,/
COc1ccc2ccccc2c1/C=N/Nc1cccc(C(=O)O)c1,5,6,/,9,2,-2,0
C[C@@H]1CN([C@H](C)CO)S(=O)(=O)c2ccc(/C=C/c3ccccc3)cc2O[C@@H]1CN(C)C,?,-5,0.0,-4,4,-1,-1
O=C(CCCn1c(=O)[nH]c2ccsc2c1=O)NC1CCCCC1,-3,3,0.1,0,-1,13,-11
CCNC(=O)C[C@H]1CC[C@@H]2[C@H](COC[C@H](O)CN2S(=O)(=O)c2ccc(Oc3ccccc3)cc2)O1,-4,0,0.0,4,0,0,-10
CC(=O)NC1C(=O)N(CCc2ccccc2)c2ccc(Br)cc21 (stereo not given),8,4,/,-10,1,1,/
O=C1CCN(Cc2ccccc2)C=C1C(=O)c1ccccc1,3,-3,0.7,1,1,-4,6
CC1CC(CN)CC(CO)C1 (stereo not given),0,6,-0.1,0,-3,/,/
CCCc1c(-c2ccc(OC)cc2)ncn1CCc1ccccc1OC,12,16,0.0,0,1,/,/
N#CC1(c2cccc(Br)c2)C(=O)Nc2ccccc21 (stereo not given),1,8,0.9,-4,1,2,12
